# Y pestis TopoI: Yersinia pestis topoisomerase I inhibitors, primary screen, biochemical, cleavage product accumulation, plate reader, single point; DNA topoisomerase I (Yersinia pestis CO92); Y. pestis Topo-I cleavage product accumulation; activity, % at 10 µM; 360,000 tested, 0.064% active; AID 504884, 2011; in the data active = activity above about 50%, passing the limit was not always enough; also: inactives centre near 2
# GDH-TPI counter: GDH-TPI coupling enzyme inhibitors, primary screen, artefact control for M. tuberculosis FBA inhibitor project, biochemical, absorbance, full deck; AID 588335, 2011; inhibition, % at 4.8 µM; 360,000 tested, 1.2% active; GDH-TPI coupled enzyme counterscreen, NADH absorbance; in the data active = inhibition above about 30%;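 also: 0% = DMSO wells and 100% = wells lacking the enzyme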
# Mtb FBA inh: Mtb FBA enzyme inhibitors, primary screen, biochemical, fluorescence, strain H37Rv. Fructose-bisphosphate aldolase (Mycobacterium tuberculosis (strain ATCC 25618 / H37Rv)), …. purified M. tuberculosis FBA, fluorescence read-out. inhibition, % at 1 µM. 360,000 tested, 2.3% active; in the data active = inhibition above about 27%;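 also: 0% = vehicle and 100% = reference inhibitor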
# Target sequence (P9WQA3 whole entry, looked up): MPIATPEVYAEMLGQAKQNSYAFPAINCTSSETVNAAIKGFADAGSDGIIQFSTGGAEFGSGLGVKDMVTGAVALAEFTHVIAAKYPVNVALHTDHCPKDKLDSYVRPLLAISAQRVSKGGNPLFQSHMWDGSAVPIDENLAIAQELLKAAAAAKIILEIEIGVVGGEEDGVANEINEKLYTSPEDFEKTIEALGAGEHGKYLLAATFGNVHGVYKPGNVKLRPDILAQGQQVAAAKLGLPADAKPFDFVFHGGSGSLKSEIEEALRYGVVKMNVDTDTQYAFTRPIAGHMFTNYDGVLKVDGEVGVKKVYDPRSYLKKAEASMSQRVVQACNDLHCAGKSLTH
# Mtb UGM inh: M. tuberculosis UGM enzyme inhibitors, primary screen, biochemical, fluorescence polarization, single point; purified UGM, fluorescence polarization probe displacement; AID 504406, 2011; UDP-galactopyranose mutase (Mycobacterium tuberculosis (strain ATCC 25618 / H37Rv)), …; inhibition, % at 10 µM; 320,000 tested, 0.06% active; in the data active = inhibition above about 10%, passing the limit was not always enough
# Target sequence (P9WIQ1 whole entry, looked up): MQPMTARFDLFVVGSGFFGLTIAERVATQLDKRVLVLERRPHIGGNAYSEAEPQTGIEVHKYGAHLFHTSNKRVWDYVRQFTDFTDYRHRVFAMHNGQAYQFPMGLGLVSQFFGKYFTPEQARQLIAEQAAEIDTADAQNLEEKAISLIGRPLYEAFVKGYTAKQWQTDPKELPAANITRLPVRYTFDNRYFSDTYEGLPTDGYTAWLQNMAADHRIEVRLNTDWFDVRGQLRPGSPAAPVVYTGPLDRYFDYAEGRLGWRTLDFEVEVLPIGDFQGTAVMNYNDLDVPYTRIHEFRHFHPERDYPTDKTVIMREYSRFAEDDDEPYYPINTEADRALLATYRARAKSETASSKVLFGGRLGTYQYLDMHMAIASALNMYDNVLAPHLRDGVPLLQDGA
# TcdB inh: TcdB glycohydrolase inhibitors, primary screen, biochemical, single point, plate reader; Toxin B (Clostridioides difficile), P18177; TcdB glycohydrolase enzymatic assay; inhibition, % at 9.99 µM; 350,000 tested, 0.24% active; AID 652162, 2013; in the data active = inhibition above about 10%
# FadD28 FP inh: inhibitors of FadD28 bisubstrate probe binding, primary screen, biochemical, fluorescence polarization, single point; AID 588549, 2011; Mycobacterium tuberculosis FadD28 fatty-acid-AMP ligase; inhibition, % at 12.5 µM; 360,000 tested, 0.22% active; in the data active = inhibition above about 8.5%, passing the limit was not always enough
# BH1578 lux ind: inducers of Vibrio cholerae quorum light production without autoinducers, primary screen, BH1578 luxS cqsA deficient, single point. V. cholerae BH1578 lux reporter, luminescence, 6 h. activation, % at 18.7 µM. 350,000 tested, 0.16% active. AID 588436, 2011; in the data active = activation mostly above about 9.7%, no sharp cut-off; also: not every result past the cut was called active; inactives centre near 0; reference of the scale not given here
# Mtb BioA inh: M. tuberculosis BioA enzyme inhibitors, primary screen, biochemical, plate reader, single point, HTS; 7,8-diaminopelargonic acid synthase BioA (Mycobacterium tuberculosis); 360,000 tested, 0.096% active; purified M. tuberculosis BioA enzyme; inhibition, % at 9.99 µM; in the data active = inhibition above about 40%
# PfHsp40 yeast: rescue of yeast from PfHsp40 toxicity, primary screen, S. cerevisiae, ATP luminescence; 340,000 tested, 0.68% active; S. cerevisiae expressing PfHsp40, growth rescue; growth rescue, % at 12.5 µM; AID 504582, 2011; in the data active = growth rescue above about 28%, passing the limit was not always enough;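 also: yeast W303a lacking pdr1 and pdr3 grown in galactose medium; growth measured after three days at 30 °C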
# Starred values were filed as active, the others as inactive; i = inactive; · = no result given; & = joins results of further samples.
# The first seven entries (preview)
SMILES,Y pestis TopoI,GDH-TPI counter,Mtb FBA inh,Mtb UGM inh,TcdB inh,FadD28 FP inh,BH1578 lux ind,Mtb BioA inh,PfHsp40 yeast
COc1ccc(CNC(=O)COC(=O)c2c(NC(C)=O)sc(C)c2C)cc1OC,16,4,-1,·,0.8,-4.7,-3.3,-1.5,·
CCCOC(=O)CC1C(=O)NCCN1Cc1ccc(F)cc1 (stereo not drawn),-3,-2,-3,0.8,1.1,-5.2,-0.3,1.3,-1.9
O=c1cc(CN2CCOCC2)nc(C2CC2)[nH]1,0,-1,-3,6.7,·,0.2,i,-0.7,1.2
COc1ccc(NS(=O)(=O)c2cc(NC(=O)c3cc(F)c(F)c(F)c3F)ccc2N2CCCC2)cc1,8,-1,2,-5.3,-0.7,-0.3,i,·,1.1
Cc1ccc(-c2nc(C)sc2CC(=O)NCc2ccco2)cc1,2,19,1,·,·,-1.8,-4.3,-0.4,-0.6
CN1CCN(c2ccccc2NC(=O)COc2ccc(Br)cc2)CC1,-1,4,-2,-0.7,·,-2.8,-1.8,-2.8,-0.5
OCC1CCCN(C(=S)Nc2ccc(Oc3ccccc3)cc2)C1 (stereo not drawn),8,3,-2,-0.1,0.4,-2.8,i,1.8,-0.5

# The whole of this part, from the first entry:
SMILES,Y pestis TopoI,GDH-TPI counter,Mtb FBA inh,Mtb UGM inh,TcdB inh,FadD28 FP inh,BH1578 lux ind,Mtb BioA inh,PfHsp40 yeast
COc1ccc(CNC(=O)COC(=O)c2c(NC(C)=O)sc(C)c2C)cc1OC,16,4,-1,·,0.8,-4.7,-3.3,-1.5,·
CCCOC(=O)CC1C(=O)NCCN1Cc1ccc(F)cc1 (stereo not drawn),-3,-2,-3,0.8,1.1,-5.2,-0.3,1.3,-1.9
O=c1cc(CN2CCOCC2)nc(C2CC2)[nH]1,0,-1,-3,6.7,·,0.2,i,-0.7,1.2
COc1ccc(NS(=O)(=O)c2cc(NC(=O)c3cc(F)c(F)c(F)c3F)ccc2N2CCCC2)cc1,8,-1,2,-5.3,-0.7,-0.3,i,·,1.1
Cc1ccc(-c2nc(C)sc2CC(=O)NCc2ccco2)cc1,2,19,1,·,·,-1.8,-4.3,-0.4,-0.6
CN1CCN(c2ccccc2NC(=O)COc2ccc(Br)cc2)CC1,-1,4,-2,-0.7,·,-2.8,-1.8,-2.8,-0.5
OCC1CCCN(C(=S)Nc2ccc(Oc3ccccc3)cc2)C1 (stereo not drawn),8,3,-2,-0.1,0.4,-2.8,i,1.8,-0.5
COc1ccc(-c2ccc3nccn3c2)cc1,-4,-2,18,·,0.6,-3.4,-0.5,11,·
CCOC(=O)c1c(NC(=O)CSc2nccc(=O)[nH]2)sc(C)c1C,-2,15,2,3.4,-0.5,-1.4,0.6,-0.7,0.9
COc1ccc(N2CC(NC(=O)c3ccc4ccccc4c3)CC2=O)cc1OC (stereo not drawn),26,4,-2,0.1,0.6,-3.3,i,·,3.0
Cc1ccsc1/C=N/N=C/c1sccc1C,-3,33*,0,0.5,0.5,0.7,i,-1.9,0.5
O=C(OCCc1cc2ccccc2c(=O)o1)c1ccc(F)cc1,30,5,3,-0.8,-1.1,-1.2,-0.6,-1.3,2.1
COC(=O)c1cccc(S(=O)(=O)N(Cc2ccco2)Cc2cc3ccc(OC)cc3[nH]c2=O)c1,-8,17,5,-0.9,·,-0.8,-0.8,-2.9,1.2
COC(=O)CNC(=O)CN1C(=O)NC2(CCCc3ccccc32)C1=O (stereo not drawn),2,7,0,1.7,0.3,-3.2,i,-1.1,-0.6
CCn1c(=O)c(C(=O)NCc2ccccc2OC)c(O)c2ccccc21,2,-6,-1,3.3,0.9,-1.8,-0.7,-2.1,-1.1
CCCCn1c(N)c(N(CCOC)C(=O)c2ccc(Cl)c(S(=O)(=O)N3CCCC3)c2)c(=O)[nH]c1=O,3,14,-3,-1.9,1.6,-5.9,-0.1,0.3,1.1
Cc1nnc(NCc2n[nH]c(=O)c3ccccc23)c2ccccc12,-6,3,5,-1.9,2.3,-0.3,-2.5,-0.5,-1.2
CC(=O)c1ccc(OCC(C)C)c(CC(C(N)=O)C(N)=O)c1,-4,12,2,2.7,-4.1,-3.3,i,·,-0.1
Cn1c(SCc2ccc(F)cc2)nnc1-c1ccccn1,4,-3,-1,-3.5,·,-1.3,-14,-0.8,0.3
CCOc1cc(C(=S)N2CCOCC2)ccc1OC,6,-7,0,3.7,·,0.1,i,0.2,-1.0
CCOC(=O)N1CCC(Nc2c(Nc3ccc(C)c(C)c3)c(=O)c2=O)CC1,4,30,-3,0.4,0.7,-3.0,i,-1.9,-0.6
Cc1cccc(NC(=O)CN2CCCN(S(=O)(=O)c3ccc(Br)s3)CC2)c1,30,9,1,2.6,·,-3.2,-7.7,0.9,2.8
COc1ccc(-n2c(=O)c3ccccc3c3ccccc3c2=O)c(OC)c1,26,-9,-2,-0.8,0.6,-4.2,-0.7,·,0.1
CC(C)[C@H](NC(=O)c1cc2cc(Cl)ccc2n1C)C(=O)N[C@@H](C(=O)O)c1ccccc1,2,9,9,1.9,0.4,-2.3,1.7,-0.9,1.7
CCC(=O)N/N=C(\C)CC(=O)Nc1ccc(F)cc1,0,-3,0,1.3,9.6,0.5,i,·,-0.1
CC1CCCCN1S(=O)(=O)c1ccc(NC(=O)CSc2nnnn2C)cc1 (stereo not drawn),-2,5,-4,3.1,·,1.9,-1.9,-0.7,-1.0
Cc1ccccc1-n1c(Cn2c(=O)sc3ccccc32)nnc1SC(C)C,34,11,0,1.7,0.8,-1.7,-0.4,-0.2,-0.1
Cc1ccc(C(=O)COc2ccccc2-c2ccccc2)cc1,3,7,0,-3.7,·,1.8,-0.2,·,3.7
Cc1cccc(C(C)C)c1NC(=O)COC(=O)CNS(=O)(=O)c1ccccc1,-17,6,-4,-0.7,-4.0,-3.7,i,·,·
CC1=Nc2cc(C(=O)NCc3ccco3)ccc2Sc2ccc(C)cc21,11,20,0,-0.8,·,-0.1,-0.3,-3.3,-1.2

# Copied from the list:
# CC(C)[C@H](NC(=O)c1cc2cc(Cl)ccc2n1C)C(=O)N[C@@H](C(=O)O)c1ccccc1 – FadD28 FP inh: -2.3
# COc1ccc(-n2c(=O)c3ccccc3c3ccccc3c2=O)c(OC)c1 – PfHsp40 yeast: 0.1
# CC1CCCCN1S(=O)(=O)c1ccc(NC(=O)CSc2nnnn2C)cc1 (stereo not drawn) – BH1578 lux ind: -1.9

# Continuation:
SMILES,Y pestis TopoI,GDH-TPI counter,Mtb FBA inh,Mtb UGM inh,TcdB inh,FadD28 FP inh,BH1578 lux ind,Mtb BioA inh,PfHsp40 yeast
NC(=NCCCCCCN=C(N)/N=C(\N)Nc1ccc(Cl)cc1)/N=C(\N)Nc1ccc(Cl)cc1,-16&-18&-5,1&0&-3,0&3&1,-2.2&-0.1&-2.8,4.3&1.6&-5.7,-23&-22&-7.8,-0.4,0.2&1.2&0.7,15&0.2&-0.1
CSCCC(NS(=O)(=O)c1ccccc1)C(=O)OCc1cc(=O)oc2cc(O)ccc12 (stereo not drawn),-12,-2,17,0.9,3.2,-2.7,i,-0.8,-1.3
CCOCCCNC(=O)CCC(=O)NNc1nc2ccccc2c2nc(-c3ccccc3)nn12,-3,3,-2,·,1.0,-4.2,-1.9,·,-1.0
CC(C)(CO)CN1CCC(n2nccc2NC(=O)C2CCOC2)CC1 (stereo not drawn),3,5,2,·,1.7,0.9,3.1,·,·
Cc1cc(-n2c(C)cc(C(=O)CSc3[nH]c(=O)cc(C(F)(F)F)c3C#N)c2C)no1,2,3,6,2.5,-0.4,-6.7,i,1.2,-1.9
Cc1cc(C)c(CN2CCN(C(=O)Cn3ccc(N)nc3=O)CC2)c(C)c1,6,8,7,0.2,2.1,-3.1,i,0.9,-1.3
CC(C)NC(=O)c1ccc2c(=O)n(Cc3ccco3)c(=S)[nH]c2c1,4,-6,1,0.6,·,-3.5,-0.2,-1.1,-1.6
O=C(COc1ccccc1)N1CCN(Cc2c[nH]c3ccccc23)CC1,0,-11,2,-0.9,·,-3.5,i,·,2.5
Oc1cnn(-c2ccccc2)c1,-5,5,3,1.3,·,-2.4,-1.4,·,-1.6
CCOc1cc(/C=N/NC(=O)c2nnn(-c3nonc3N)c2C)ccc1OCc1ccc(F)cc1,-7,-3,-1,2.0,0.3,-3.7,i,-1.2,-1.3
O=C1CCC2(CCCCC2)N1,2,3,1,·,0.8,-0.3,i,-1.2,1.2
O=C(Nc1ccccc1)N1CCC(C(=O)N(Cc2ccco2)Cc2cccs2)CC1,18,5,0,0.9,-1.7,-1.7,-1.3,0.5,0.1
Cc1c(NC(=O)c2ccc3c(c2)C(=O)N(CC2CCCO2)C3=O)cccc1C(=O)O (stereo not drawn),1,8,4,-1.4,·,-3.8,-2.8,-1.6,-0.7
O=C(NNS(=O)(=O)c1ccc(Cl)cc1)C1CCN(Cc2ccccc2)CC1,6,-11,-1,-0.4,·,-5.0,3.3,·,0.1
CC(=O)c1cnc2nc(SCc3ccc(Cl)cc3)nn2c1C,24,4,-1,2.0,0.4,-6.1,-0.7,12,1.7
CCOc1cc(C2C3=C(CC(C)(C)CC3=O)N(C)C3=C2C(=O)CC(C)(C)C3)ccc1O,-4,-2,0,-0.3,-4.5,0.4,-0.5,4.0,-1.0
OCCNc1nc(N2CCOCC2)nc(N2CCOCC2)n1,0,7,0,1.2,-1.2,-1.6,i,-2.0,-1.4
Cc1c(C(=O)NC(C)CCc2ccccc2)cccc1[N+](=O)[O-] (stereo not drawn),2,10,1,4.8,·,0.8,-0.9,-0.7,-1.0
O=C(c1ccc(S(=O)(=O)Cc2cc(F)ccc2F)c([N+](=O)[O-])c1)N1CCCC1,-4,-13,-1,1.9,1.2,-3.9,2.8,2.9,0.4
CCOc1ccccc1OCC(=O)NC1CCCCC1,8,-1,3,1.3,·,0.0,-0.1,1.0,-0.7
COc1ccc2c(C(=O)c3ccc(C)cc3)n(Cc3ccc(C(N)=O)cc3)[n+]([O-])c2c1,2,18,3,2.7,0.1,0.0,-0.6,0.4,-1.1
c1ccc(-c2n[nH]c3ccccc23)cc1,-9,7,3,1.6,2.6,-1.4,-0.5,-2.1,-0.5
CCOc1ccc(N(CC(=O)Nc2ccc(OC)cc2)S(=O)(=O)c2c(C)noc2C)cc1,6,10,3,-0.5,-1.6,1.9,-0.5,-1.9,2.4
CC(=O)c1c(C)[nH]c(C(=O)CN2C(=O)NC(C)(C)C2=O)c1C,2,0,0,-0.1,4.5,0.0,0.7,-0.3,-1.1
COc1ccc2c(C)cc(Sc3nnnn3-c3ccccc3)nc2c1,22,0,4,-1.3,·,-2.4,-0.3,·,-0.6
Cc1ccc(OCC(=O)NC(=S)Nc2ccc(Br)c(C)n2)cc1,-1,9,4,-4.3,·,-2.4,-0.4,-9.4,1.0
CCCCn1c(=O)c(CCC(=O)OCC(=O)Nc2ccc(F)c(Cl)c2)nc2ccccc21,17,3,0,1.1,·,0.2,i,-2.0,-0.5
COC(=O)c1ccc(OS(=O)(=O)c2ccc(NC(C)=O)cc2)cc1,-4,-6,-1,1.3,0.4,-3.0,-0.1,·,2.7
COc1cccc(CNC(=O)c2ccccc2C(=O)NC(C)(C)C(=O)NCc2cccc(OC)c2)c1,4,3,1,-0.3,0.7,0.0,i,-1.2,0.0
O=C(NNc1c(F)c(F)cc(F)c1F)c1cc2ccccc2oc1=O,-8,3,-3,-0.3,1.5,-3.3,i,·,-2.5
